PTHR1 ag – PTHR1 (human) receptor agonism; Q03431; HEK293 GP2 PTHR1 cells, GloSensor cAMP luminescence, 1 h; Potency, µM (doses to about 115 µM), for the others: at the top dose activation, actives largely listed as activators; actives 0.075% (n = 410,000); also: nearly all actives have a fitted effect of over 55% in size; some results filed as inactive show a strong effect at the top dose; inactives centre near -15; many of its hits are not listed in these tables
Target sequence (Q03431 whole entry, looked up): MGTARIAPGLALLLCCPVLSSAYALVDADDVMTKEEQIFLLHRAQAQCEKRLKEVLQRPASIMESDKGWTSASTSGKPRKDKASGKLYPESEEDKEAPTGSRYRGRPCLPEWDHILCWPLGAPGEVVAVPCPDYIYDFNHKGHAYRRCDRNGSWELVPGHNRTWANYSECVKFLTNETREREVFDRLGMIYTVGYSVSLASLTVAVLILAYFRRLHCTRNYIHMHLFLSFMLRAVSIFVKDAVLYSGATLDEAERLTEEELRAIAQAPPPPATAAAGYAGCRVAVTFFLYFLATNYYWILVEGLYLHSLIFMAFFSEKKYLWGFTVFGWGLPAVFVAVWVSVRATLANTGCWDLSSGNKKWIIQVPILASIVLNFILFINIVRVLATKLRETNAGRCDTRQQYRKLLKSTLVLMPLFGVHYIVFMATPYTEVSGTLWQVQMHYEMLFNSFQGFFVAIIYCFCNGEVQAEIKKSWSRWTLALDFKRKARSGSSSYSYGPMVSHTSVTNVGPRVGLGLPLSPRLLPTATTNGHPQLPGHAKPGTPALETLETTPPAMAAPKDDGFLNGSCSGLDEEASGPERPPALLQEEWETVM
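HEK-293-derived GP2 cells expressing PTHR1 and a GloSensor cAMP reporter, 3,000/well, plated overnight, given luciferin plus IBMX (each 0.5 mM as added) for 1 h at 37 °C, then compound for 1 h at 37 °C. Luminescence was read after 15 min at room temperature.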
TDP43 rescue – inhibitors of TDP-43 toxicity in yeast; TDP-43 expressing yeast growth rescue, BacTiter-Glo, 24 h; Potency, µM (series often up to 46.1 µM), for inactives: at the highest dose growth rescue (activation), most hits filed as activators; actives 1.8% (n = 410,000); AID 652104; also: % of control where 0% means no effect; nearly all actives have a fitted effect of over 50% in size
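Yeast cells expressing TDP-43 under galactose induction are exposed to compounds for 24 hr at 30 deg C. BacTiter-Glo luminescence measures growth, so protective compounds score as activators.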
EPAC1 agonist – activates human EPAC1 exchange factor; AID 720707; Potency, µM (titrated, usually from 154 µM), for the others: top-dose activation, actives largely listed as activators; O95398; actives 0.073% (n = 360,000); EPAC1 agonist qHTS, biochemical assay; response scale: 100% = response to 6.5 mM cAMP; also: nearly all actives have a fitted effect of over 60% in size
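Nucleotide exchange by EPAC1 (100 nM) on Rap1B–BODIPY-GDP (250 nM) in the presence of 50 uM GDP is tracked fluorescently at 480/540 nm over 30 min. Signals are normalized to a 6.5 mM cAMP control.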
EPAC2 antag – EPAC2 (human) antagonism. Q8WZA2. EPAC2 GEF exchange of Rap1B-BODIPY-GDP, fluorescence. Potency, µM (top dose mostly 114 µM), inactives show top-dose activity, negative = inhibition, most hits filed as inhibitors. actives 0.18% (n = 360,000); also: % is scaled to controls: 0 for no effect and ±100 for the full control effect; nearly all actives have a fitted effect of over 45% in size; many of its hits are not listed in these tables
FUS yeast rescue – rescues growth of FUS-expressing yeast | Potency, µM (top dose mostly 76.6 µM), for inactives: at the top dose growth rescue (activation), most hits filed as activators | actives 0.24% (n = 390,000) | S. cerevisiae FUS-expressing, growth rescue, OD600, 24 h;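 also: plate controls were DMSO vehicle for no effect and reference control for full effect; nearly all actives have a fitted effect of over 55% in size; some results filed as inactive show a strong effect at the top dose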
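Yeast expressing FUS under galactose induction, OD 0.005 in 2% galactose medium; compounds in a dilution series, 24 h at 30C. Growth rescue by absorbance at 600 nm; CP55940 positive control, DMSO negative.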
aSyn rescue – rescues yeast growth from alpha-synuclein toxicity | AID 652106 | actives 0.14% (n = 370,000) | Yeast expressing alpha-synuclein, growth rescue, BacTiter-Glo, 24 h | Potency, µM (doses to about 46.1 µM), for inactives: at the highest dose growth rescue (activation), hits mostly activators; also: % of control where 0% means no effect; nearly all actives have a fitted effect of over 65% in size
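Screening used galactose-induced yeast with toxic alpha-synuclein levels, exposed to compound for 24 hr at 30 deg C. Cell growth, read with BacTiter-Glo luminescence, gave the measured signal.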
EPAC1 antag – antagonists of human EPAC1 | O95398 | EPAC1 GEF assay, Rap1b-BODIPY-GDP exchange fluorescence | Potency, µM (highest dose often 115 µM), for inactives: top-dose activity change, negative = inhibition, actives largely listed as inhibitors | actives 0.14% (n = 360,000) | AID 720709;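 also: plate controls were vehicle for no effect and positive control for full effect; nearly all actives have a fitted effect of over 50% in size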
EPAC2 ag – EPAC2 (human) agonism; Q8WZA2; EPAC2 activation, biochemical qHTS; response scale: 100% = 6.5 mM cAMP response; Potency, µM (highest dose often 154 µM), inactives show at the highest dose activation, actives largely listed as activators; actives 0.079% (n = 360,000); AID 720711; also: nearly all actives have a fitted effect of over 50% in size
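Compounds were titrated in qHTS against a Rap1B-BODIPY-GDP (250 nM) complex with EPAC2 (100 nM) and GDP (50 uM). BODIPY-GDP release tracked at 480/540 nm over 30 min at room temperature, normalized to 6.5 mM cAMP.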
* hit, by the source's call; i = inactive; ? = inconclusive; . = not tested or not shown; [ ] = dose if it differs, or a comment. Calls follow the shape of the dose curve; as a rule, active = well fitted curve in the direction sought with a large enough effect; inconclusive = small, poorly fitted or top-dose-only effect, or another doubt; inactive = no such curve, though single readings can be large; an effect the other way counts as inactive or inconclusive. Potency is read from the fitted curve at half-maximal effect. The list is partial, so the mix of outcomes need not match the whole.

Keys: A = PTHR1 ag; B = TDP43 rescue; C = EPAC1 agonist; D = EPAC2 antag; E = FUS yeast rescue; F = aSyn rescue; G = EPAC1 antag; H = EPAC2 ag
Cc1cc(Br)cc(Br)c1OCC(=O)NNC(=O)CCC(=O)NCc1ccccc1
  A: -15%; B: -6%; C: -5%; D: 7%; E: 0%; F: 1%; G: 9%; H: -4%

Cc1cc(C)c2cc3c(N)c(C(=O)N4CCOCC4)sc3nc2c1
  A: i; B: -6%[9.22 µM]; C: -2%; D: 20%; E: 7%; F: 13%; G: 2%; H: 1%

CC(C)Nc1oc(-c2cccc3ccccc23)nc1C#N
  A: i; B: -15%; C: 28%; D: -10%; E: -11%; F: -2%; G: -20%; H: ?

N=c1c(S(=O)(=O)c2ccc(Br)cc2)cc2c(=O)n3ccccc3nc2n1C1CCCC1
  A: i; B: -1%; C: 1%; D: 79µM*; E: -9%; F: 2%; G: -6%; H: -1%

CCCNc1nc(C)cc(-c2cc(-c3ccccc3)on2)n1
  A: ?; B: ?; C: 3%; D: 4%; E: -15%; F: 13%; G: -20%; H: 16%

COc1cc(-c2cc(-c3ccc(O)cc3)nc(N)c2C#N)ccc1O
  A: -24%; B: -2%[9.22 µM]; C: -2%; D: -11%; E: 1%; F: 1%; G: -9%; H: 4%

COc1ccc(Cl)cc1Nc1nc(-c2sc(NC(=O)c3ccco3)nc2C)cs1
  A: -3%; B: 17%; C: -18%; D: 9%; E: 28%; F: -2%; G: 7%; H: 6%

Cc1c(C)c2ccc(OC(C)C(=O)NCCN3CCOCC3)c(C)c2oc1=O (stereo not drawn)
  A: i; B: -6%; C: 14%; D: 3%; E: -8%; F: -10%; G: 8%; H: 1%

Cc1ccc(S(=O)(=O)N2CC=C(C(=O)NCc3ccccc3)CC2)cc1
  A: i; B: 9%; C: -7%; D: -9%; E: 10%; F: 0%; G: 4%; H: 9%

CC(=O)NCCOc1nc(N(C)C)nc(N2CCOCC2)n1
  A: -2%[57.5 µM]; B: -2%; C: -2%; D: 10%; E: 6%; F: -1%; G: -4%; H: 7%

Compounds from the list above that contain an aryl methoxy group, in the order listed:
Keys: A = PTHR1 ag; B = TDP43 rescue; C = EPAC1 agonist; D = EPAC2 antag; E = FUS yeast rescue; F = aSyn rescue; G = EPAC1 antag; H = EPAC2 ag
COc1cc(-c2cc(-c3ccc(O)cc3)nc(N)c2C#N)ccc1O
  A: -24%; B: -2%[9.22 µM]; C: -2%; D: -11%; E: 1%; F: 1%; G: -9%; H: 4%

COc1ccc(Cl)cc1Nc1nc(-c2sc(NC(=O)c3ccco3)nc2C)cs1
  A: -3%; B: 17%; C: -18%; D: 9%; E: 28%; F: -2%; G: 7%; H: 6%

Next section.
Keys: A = PTHR1 ag; B = TDP43 rescue; C = EPAC1 agonist; D = EPAC2 antag; E = FUS yeast rescue; F = aSyn rescue; G = EPAC1 antag; H = EPAC2 ag
COc1cc(C)c(S(=O)(=O)N2CCOCC2)c(C)c1C
  A: -37%[inhibitor]; B: -22%; C: 2%; D: 0%; E: 19%; F: 1%; G: 0%; H: 12%

Cc1csc(NC(=O)c2cc(-c3ccco3)nc3ccccc23)n1
  A: 21%; B: 3%; C: -8%; D: 14%; E: 23%; F: 1%; G: -29%; H: 13%

Cc1cccc(N2CCN(CCCNC(=O)C3CCCN(c4ncnc5c4nc4n5CCCCC4)C3)CC2C)c1 (stereo not drawn)
  A: -54%[inhibitor]; B: -2%; C: -1%; D: -3%; E: 2%; F: 0%; G: -28%; H: 2%

O=C(N/N=C/c1cccnc1)c1cccs1
  A: i; B: -24%; C: 6%; D: 2%; E: 15%; F: -4%; G: 1%; H: 14%

CC(C)Cn1c(SCC(=O)NC2CC2)nc2ccccc21
  A: -2%; B: 23%; C: 0%; D: -17%; E: -2%; F: 9%; G: 2%; H: 0%

CCN(CC(=O)Nc1cc(C)c(Cl)cc1OC)CC(=O)NC1CCS(=O)(=O)C1 (stereo not drawn)
  A: -7%; B: 3%; C: 6%; D: 2%; E: -7%; F: -9%; G: 3%; H: 1%

Cc1ccc(-c2cc(C(=O)O)n[nH]2)o1
  A: i; B: -18%; C: 6%; D: 9%; E: 19%; F: -5%; G: 20%; H: 2%

OCCCNCc1ccc(N(c2ccccc2)c2ccccc2)cc1
  A: i; B: -22%; C: 7%; D: 7%; E: 27%; F: -14%; G: 6%; H: 7%

O=C1Nc2ccccc2C1(O)c1ccccc1 (stereo not drawn)
  A: i; B: -14%; C: -7%; D: 4%[57.1 µM]; E: -22%; F: -11%; G: 19%; H: ?

CCOc1ccc(-n2cc(C(=O)Nc3cccc(OC)c3)c3cc(OC)c(OC)cc3c2=O)cc1
  A: -30%[57.5 µM]; B: 0%; C: 25%; D: -5%; E: ?; F: 3%; G: -20%; H: -14%

CN(CC(=O)Nc1ccc(Cl)c(Cl)c1)C(=O)CN1C(=O)NC2(CCCC2)C1=O
  A: i; B: -11%; C: 14%; D: -1%; E: -4%; F: 17%; G: -5%; H: 14%

COc1ccccc1N1CCN(C(=O)Nc2cn(CC(C)C)c(=O)c3ccccc23)CC1
  A: i; B: 20%; C: .; D: .; E: 11%; F: 3%; G: .; H: .

O=C(c1ccccc1Sc1c(Cl)cccc1[N+](=O)[O-])N1CCOCC1
  A: -43%[inhibitor]; B: 19%; C: 1%; D: -7%; E: .; F: 1%; G: -1%; H: 4%

Cc1cccc(C(=O)NC(=S)N2CCN(C)CC2)c1
  A: i; B: -13%; C: -4%; D: 0%; E: 33%; F: -12%; G: 1%; H: -7%

O=[N+]([O-])c1ccc(N2CCCC2)cc1NC1CC1
  A: -17%; B: -18%; C: 7%; D: 17%; E: .; F: -2%; G: -1%; H: 5%

Cc1ccc(NCC(O)C(O)C(O)CO)c(N=Nc2ccccc2)c1C (stereo not drawn)
  A: i; B: -3%; C: -6%; D: 4%; E: -13%; F: -4%; G: 10%; H: 5%

CC1CCN(CCCCOc2ccc(Cl)cc2)CC1
  A: i; B: 4%; C: 2%; D: 4%; E: 6%; F: -2%; G: 2%; H: 7%

COC1CCN(C(=O)c2ccc(OC3CCN(CCc4ccccc4)CC3)cc2)CC1
  A: 1%; B: 20%[9.22 µM]; C: -7%; D: -1%; E: 3%; F: 1%; G: 3%; H: -2%

Cc1c(Br)c([N+](=O)[O-])nn1CC(=O)NCc1ccccc1
  A: i; B: 5%; C: 11%; D: -2%; E: -5%; F: 0%; G: 0%; H: 2%

COC(=O)C1=C(Nc2ccccc2NC(=O)c2ccccc2C(=O)O)CSC1
  A: i; B: 0%; C: 0%; D: 5%; E: 6%; F: -20%; G: -17%; H: 2%

O=C(Nc1ccc(N2CCOCC2)cc1N1CCOCC1)c1ccco1
  A: -17%[57.5 µM]; B: 12%; C: 6%; D: 8%; E: 3%; F: -2%; G: 4%; H: -2%

CCc1cc2cc(C)cc(C)c2nc1SCC(=O)N1CCCC1
  A: i; B: -16%; C: -5%; D: 23%; E: 11%; F: 1%; G: 2%; H: -8%

O=C(CNC(=O)c1ccccc1)OCCOc1cccc(Cl)c1
  A: i; B: 24%; C: 2%; D: 23%; E: -4%; F: 13%; G: 16%; H: 11%

COc1ccc(-c2ccccc2)cc1NC(=O)[C@@H]1O[C@H](CO)[C@@H](O)[C@H]1O
  A: i; B: 10%; C: 12%; D: -4%; E: -14%; F: -7%; G: -5%; H: 9%

Cc1ccc(CN2CC34C=CC(O3)C(C(=O)NCc3ccco3)C4C2=O)cc1 (stereo not drawn)
  A: -3%[57.5 µM]; B: 17%; C: -1%; D: 7%; E: 32%; F: 1%; G: 2%; H: -4%

O=C1OCCC1(c1ccccc1)c1ccccc1
  A: i; B: 18%; C: -7%; D: ?; E: -12%; F: 3%; G: 3%; H: 1%

CCOC(=O)C(=O)/C(=C\N(C)C)c1onc(-c2ccccc2Cl)c1C(=O)OC
  A: i; B: -2%; C: 8%; D: 0%; E: -7%; F: 6%; G: 0%; H: -5%

CC(C)NS(=O)(=O)c1cccc2nsnc12
  A: i; B: 1%; C: -13%; D: -4%; E: -22%; F: 1%; G: -4%; H: ?

CCCNC(=O)c1ccccc1NC(=O)COc1ccc(OC)cc1
  A: i; B: 5%; C: -14%; D: 0%; E: .; F: 1%; G: ?; H: 2%

CCCCc1c(-c2ccccc2OC)ncn1C1CCCC1
  A: -6%; B: 6%; C: 1%; D: ?; E: 3%; F: -15%; G: 19%; H: 0%

Cc1nn2c(N3CCCC3)c3c(nc2c1-c1ccccc1)CCC3
  A: -9%; B: 0%; C: -4%; D: -1%; E: 10%; F: 1%; G: 7%; H: -2%

COc1ccc(/C=C(\C#N)C(=O)OCC(=O)Nc2ccc(C(C)(C)C)cc2)cc1
  A: i; B: 16%; C: -4%; D: 4%; E: 8%; F: 5%; G: 10%; H: -4%

CCOc1ccccc1C(=O)NC(C)c1ccc2c(c1)OCO2 (stereo not drawn)
  A: i; B: 8%; C: 5%; D: -3%; E: 23%; F: -19%; G: -5%; H: 4%

O=[N+]([O-])c1ccc(F)c(N=Cc2ccc(Br)s2)c1
  A: ?; B: 2%; C: -9%; D: 5%; E: -24%; F: -6%; G: -33%; H: 5%

COC(=O)CC1(C(=O)OC)Oc2ccc(Br)cc2C(=O)N1c1cccc(Cl)c1Cl (stereo not drawn)
  A: -14%; B: ?; C: 10%; D: ?; E: 18%; F: 3%; G: -5%; H: 6%

COc1ccccc1Oc1ccc(-c2cnc3ccccc3n2)cc1[N+](=O)[O-]
  A: -29%; B: -7%; C: -7%; D: 4%; E: 15%; F: 9%; G: -10%; H: 14%

COc1ccc(OC(=O)c2cccc(S(=O)(=O)N3CC(C)OC(C)C3)c2)cc1 (stereo not drawn)
  A: -33%[inhibitor]; B: 12%; C: 15%; D: -2%; E: .; F: -1%; G: 7%; H: 5%

COc1cc(OC)c(NC(=S)NCc2ccc(F)cc2)cc1Cl
  A: i; B: 5%; C: 13%; D: -4%; E: 23%; F: -9%; G: -20%; H: 13%

CCCN1C2=C(C(=O)CC(C)(C)C2)C(c2ccc(F)cc2)C2=C1c1ccccc1C2=O (stereo not drawn)
  A: -23%; B: -30%; C: 5%; D: 16%; E: 24%; F: -4%; G: 11%; H: 3%

CCOC(=O)CC1Sc2ccccc2NC1=O (stereo not drawn)
  A: i; B: -22%; C: -4%; D: 19%; E: ?; F: -5%; G: -2%; H: 5%

COc1ccccc1CNC(=O)C(C)Sc1ccc(C)cc1 (stereo not drawn)
  A: i; B: -1%; C: 5%; D: -6%; E: 18%; F: -1%; G: -13%; H: 8%

Bioassay records (PubChem BioAssay)
